NPR1 activator: GC-A stimulated cGMP production enhancers – HEK293 GC-A cells, cGMP TR-FRET, EC30 ANP, primary screen. Atrial natriuretic peptide receptor 1 (Homo sapiens), P16066. 0% at EC30 ANP, 100% saturating ANP. activation, % at 10 µM. 0.14% of 370,000 active. AID 1671463, 2021; in the data active = activation above about 40%
DAX1 inh-1: DAX1 (NR0B1) inhibitors, primary screen, cell-based, HEK293, Gal4-DAX1, luciferase luminescence; AID 504766, 2011; HEK293 Gal4-DAX1 luciferase reporter; inhibition, % at 6.75 µM; 0.99% of 340,000 active;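 active = inhibition above the mean over all tested compounds plus 3 SD, cut at about 4.2% in these data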;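 note: 0% = DAX1-transfected cells with DMSO and 100% = empty-vector control cells with DMSO; inhibition shows as a rise in luminescence from relieved DAX1 repression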
hgDAF-12 ag: H. glycines DAF-12 receptor agonists, primary screen, cell-based, luminescence, HEK293, GAL4 fusion, UAS-luciferase; AID 687014, 2013; activation, % at 6.8 µM; HEK293 GAL4-hgDAF12 UAS-luciferase reporter, agonist luminescence; normalized to butyrate control; 1.8% of 370,000 active; Nuclear hormone receptor DAF-12 (Heterodera glycines), GAL4 fusion;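 active = activation above a cutoff set at the mean of all screened compounds plus 3 SD, cut at about 10% in these data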;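 note: 0% = DMSO wells and 100% = sodium butyrate wells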
GAA850 FXN act: FXN promoter activators, primary screen, cell-based, luciferase luminescence, HEK293 lucGAA850; HEK293 lucGAA850 FXN promoter luciferase reporter, 24 h; percent of 10 µM SAHA response; activation, % at 6 µM; 0.56% of 360,000 active; AID 540364, 2011;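 active = activation above the average of all compounds screened plus 3 SD, cutoff fixed separately per campaign, cut at about 7.5% in these data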;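 note: 0% = DMSO wells and 100% = 10 µM SAHA wells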
ADAM10 inh: human ADAM10 inhibitors, primary screen, biochemical, QFRET, HTS; recombinant ADAM10, EDANS/DABCYL FRET peptide cleavage, 3 h; inhibition, % at 7 µM; 0.62% of 370,000 active;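 active = inhibition above a per-campaign cutoff equal to the mean of compounds falling between control-based bounds plus 3 SD, cut at about 20% in these data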;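 note: 0% = DMSO wells while the 100% control is not disclosed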
SMARCA2 act: SMARCA2 (BRM) function activators, primary screen, cell-based, luminescence, high throughput; MG213 cells, MMTV-luciferase reporter, dexamethasone, overnight; activation, % at 9.1 µM; 1% of 370,000 active; AID 652017, 2013; in the data active = activation above about 7.8%;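 note: 0% = vehicle wells and 100% = reference activator wells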
HGIII-sPLA2 inh: human group III sPLA2 inhibitors, primary screen, biochemical, QFRET, BODIPY PC-A2 liposome substrate. Group 3 secretory phospholipase A2 (Homo sapiens), Q9NZ20. QFRET BODIPY PC-A2 liposome hydrolysis, fluorescence. inhibition, % at 12.2 µM. 0.56% of 370,000 active;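 active = inhibition above mean plus 3 SD of compounds lying within the high and low control bounds, cut at about 19% in these data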;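 note: 0% = median of test compound wells and 100% = no enzyme DMSO wells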
hcDAF-12 act: H. contortus DAF-12 nuclear receptor activators, primary screen, cell-based, luminescence, HEK293, lit1-tk-luc reporter | HEK293 hcDAF-12 lit1-tk-luc reporter; 0% DMSO, 100% Δ7-dafachronic acid | activation, % at 6.8 µM | 1.4% of 370,000 active | AID 652067, 2013;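 active = activation above the mean of all tested compounds plus 3 SD, cut at about 5.5% in these data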;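 note: 100% = response to 3 µM Δ7-dafachronic acid high control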
ssDAF12 agonist: S. stercoralis DAF-12 nuclear receptor activators, primary screen, cell-based, luminescence, HEK293, GRIP1 co-expression, lit1-tk-luc; Nuclear hormone receptor DAF-12 (Strongyloides stercoralis); HEK293 ssDAF-12/GRIP1 lit1-tk-luc reporter; % of 3 µM dafachronic acid response; activation, % at 6.8 µM; 1% of 370,000 active; AID 652126, 2013;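 active = activation above the mean over all tested compounds plus 3 SD, cut at about 0.9% in these data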;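 note: 0% = DMSO-only wells and 100% = 3 µM delta7-dafachronic acid wells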
DAX1 inh-2: DAX1 (NR0B1) inhibitors on StAR promoter, primary screen, cell-based, luminescence, SF-1 (NR5A1), full-length DAX-1; HEK293T StAR-luciferase reporter, SF-1/DAX-1 repression relief; inhibition, % at 6.8 µM; 1.1% of 370,000 active; AID 652010, 2013;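 active = inhibition above the mean over all tested compounds plus 3 SD, cut at about 3.6% in these data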;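 note: 0% = DAX-1 cells with DMSO and 100% = cells lacking DAX-1 with DMSO; higher inhibition means more luminescence from relief of DAX-1 repression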
GC-B act: human GC-B receptor activators, primary screen, HEK293 GC-B cells, cGMP TR-FRET, EC30 CNP | Atrial natriuretic peptide receptor 2 (Homo sapiens), P20594 | 0% at EC30 CNP, 100% saturating CNP | activation, % at 10 µM | 0.11% of 370,000 active;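 active = activation at 10 µM reaching about 35% in either raw or pattern-adjusted values, limit read from the data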
Target sequence (P20594 whole entry, looked up): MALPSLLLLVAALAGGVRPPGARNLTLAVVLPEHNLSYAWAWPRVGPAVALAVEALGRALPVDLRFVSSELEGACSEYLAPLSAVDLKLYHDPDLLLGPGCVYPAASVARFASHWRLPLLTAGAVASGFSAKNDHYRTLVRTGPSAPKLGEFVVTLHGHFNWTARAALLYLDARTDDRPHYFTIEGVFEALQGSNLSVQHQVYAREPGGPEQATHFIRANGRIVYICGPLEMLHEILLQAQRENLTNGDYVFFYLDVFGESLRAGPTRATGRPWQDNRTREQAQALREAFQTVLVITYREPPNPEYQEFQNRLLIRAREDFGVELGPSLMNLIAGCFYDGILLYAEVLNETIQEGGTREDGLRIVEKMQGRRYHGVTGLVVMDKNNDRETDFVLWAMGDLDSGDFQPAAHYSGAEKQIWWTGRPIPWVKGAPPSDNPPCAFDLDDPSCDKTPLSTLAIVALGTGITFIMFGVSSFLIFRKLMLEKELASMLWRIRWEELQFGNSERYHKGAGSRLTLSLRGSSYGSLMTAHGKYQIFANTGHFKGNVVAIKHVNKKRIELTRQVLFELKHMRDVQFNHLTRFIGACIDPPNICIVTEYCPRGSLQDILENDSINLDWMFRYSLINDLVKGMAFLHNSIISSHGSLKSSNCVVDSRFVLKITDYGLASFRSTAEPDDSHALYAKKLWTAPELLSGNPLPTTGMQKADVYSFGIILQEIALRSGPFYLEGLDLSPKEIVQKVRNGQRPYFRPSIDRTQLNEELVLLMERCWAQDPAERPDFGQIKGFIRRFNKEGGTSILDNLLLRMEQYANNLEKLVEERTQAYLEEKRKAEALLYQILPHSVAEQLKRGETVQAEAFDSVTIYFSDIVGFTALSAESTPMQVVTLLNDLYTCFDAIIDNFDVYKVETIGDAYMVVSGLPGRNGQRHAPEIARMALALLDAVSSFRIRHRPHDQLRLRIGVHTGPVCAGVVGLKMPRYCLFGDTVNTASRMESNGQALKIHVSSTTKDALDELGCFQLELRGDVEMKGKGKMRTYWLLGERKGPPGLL
Starred values were filed as active, the others as inactive; / = not tested or not shown.

SMILES | NPR1 activator | DAX1 inh-1 | hgDAF-12 ag | GAA850 FXN act | ADAM10 inh | SMARCA2 act | HGIII-sPLA2 inh | hcDAF-12 act | ssDAF12 agonist | DAX1 inh-2 | GC-B act
COc1ccc(SC[C@H](CC(C)C)N2CCN(C)CCC2=O)cc1 | 0 | 1.3 | 5.2 | 0.8 | 6 | 5 | 5 | 2.3 | -0.5 | 0.9 | 6
CCS(=O)(=O)Nc1cccc(C2=NN(S(=O)(=O)c3ccc(C)cc3)C(c3ccco3)C2)c1 (stereo unspecified) | -1 | -0.8 | 0.7 | 3.7 | 12 | 1 | -23 | 0.2 | -1.5 | -0.5 | -3
CCOC(=O)C1(C)/C(=N/Nc2ccccc2Cl)C(=O)C(=O)N1c1ccccc1 (stereo unspecified) | -1 | 0.6 | 0.1 | 0.5 | 4 | -3 | 1 | 0.5 | -0.6 | -0.2 | 1
COc1ccc(C(=O)Oc2cc(N)n(S(=O)(=O)c3ccccc3)n2)cc1 | 10 | 1.9 | 1.3 | 0.2 | -4 | 1 | -13 | 0.0 | -1.2 | 0.0 | 4
O=C(Cn1cnc2c(oc3ccccc32)c1=O)N1CCCc2ccccc21 | -3 | -0.4 | 3.2 | -0.3 | -2 | 3 | -5 | 2.7 | 0.2 | -1.0 | 2
CCOC(=O)c1sc(SCC(=O)Nc2ccc(N(C)C)cc2)nc1N | 1 | -0.7 | 2.2 | 0.6 | 11 | 3 | 7 | 0.0 | -0.5 | -0.3 | -1
Nc1nc(N)c2cc(CNc3ccc(Cl)c(Cl)c3)ccc2n1 | -15 | 1.9 | -9.1 | -7.5 | -66 | -6 | 23* | -0.4 | -1.3 | -4.5 | -3
COc1ccc(C2=NN(C(=O)CSc3ncccn3)C(c3cccc(OC)c3OC)C2)cc1 (stereo unspecified) | 7 | 0.6 | -2.0 | -1.9 | -5 | 0 | -6 | -0.2 | -1.5 | -0.5 | 4
Cn1cccc1CC(=O)N/N=C/c1ccco1 | -2 | / | 1.9 | 1.7 | -5 | -2 | -2 | -0.8 | -1.2 | 0.0 | 2
C=CCn1c(COc2cccc3ccc(C)nc23)nnc1SCC(N)=O | -1 | 0.2 | 3.5 | 0.7 | -36 | -4 | 1 | -1.7 | -0.7 | -0.1 | -4
COc1ccc(C(=O)NCCS(=O)(=O)NCCc2ccccc2)cc1 | -1 | -0.4 | 6.4 | 3.1 | -7 | 3 | 2 | 2.2 | -0.1 | 4.8* | 10
O=C(CCCc1c[nH]c2ccccc12)NCC1COc2ccccc2O1 (stereo unspecified) | -1 | -0.3 | 2.4 | 0.6 | 5 | -3 | -43 | 0.8 | -0.8 | -1.2 | -5
CC1C=CCC2C(=O)N(c3ccccc3OC(=O)c3ccco3)C(=O)C12 (stereo unspecified) | 1 | 2.2 | -1.1 | 0.1 | 11 | 4 | -4 | -1.5 | -1.1 | 0.8 | -3
Cc1cccc(NC(=O)c2cccc(Cn3cc(Br)c([N+](=O)[O-])n3)c2)c1C | 0 | -0.4 | 0.9 | -0.6 | 3 | 4 | 0 | 0.7 | -1.1 | -0.6 | 1
O=C(c1ccco1)C(O)c1ccco1 (stereo unspecified) | -2 | 1.8 | -1.3 | 0.4 | -7 | -3 | 1 | 1.5 | 0.1 | 0.0 | 1
C[C@@H]1CC=C[C@H]2[C@H]1C(=O)N(Cc1ccccc1)[C@H]2c1ccc(-c2cc3ccccc3s2)cc1F | 1 | 3.3 | 5.9 | 1.1 | -7 | 7 | 4 | 4.1 | 0.8 | 1.3 | 2
CCOC(=O)CSc1nc(NC#N)nc(N(CC)CC)n1 | -2 | -0.3 | 0.8 | -0.6 | -6 | -4 | 5 | -1.8 | -1.4 | 0.1 | 5
Cn1c(SCC(=O)N2c3ccccc3CCc3ccccc32)nnc1-c1cc2ccccc2cc1O | -8 | -0.4 | 0.1 | -2.0 | 1 | -6 | -61 | -0.9 | -0.5 | -0.6 | 5
CCOC(=O)c1c(C)nn(-c2ncccc2NC(=O)NC(C)C)c1C | -5 | 0.7 | -1.3 | 0.2 | -9 | -1 | 5 | 0.6 | -0.9 | -0.6 | -1
COc1cc2c(cc1OC)CN(c1ccc3ccccc3n1)CC2 | 3 | 1.3 | 6.6 | 2.7 | -265 | 5 | 3 | -0.5 | -0.8 | 0.8 | -1
CCOC(=O)[C@]12CCC=C1N(Cc1ccccc1)C(=O)[C@H](CC(=O)NCCCN1CCCC1=O)C2 | 0 | / | -4.1 | / | -6 | -3 | 7 | 0.7 | -0.9 | 2.1 | 1
CC(=O)Nc1ccc(NC(=O)C(C)OC(=O)CCC2CCCC2)cc1 (stereo unspecified) | 2 | 1.4 | 1.3 | 0.2 | -1 | 2 | -2 | -1.4 | -0.5 | 0.3 | 7
COc1ccc(/C=N/NC(=O)c2cccnc2)cc1O | 2 | -1.1 | -1.3 | -0.1 | -2 | -1 | 0 | -0.7 | -1.5 | 0.1 | 6
CC1(C)CC(CCNC(=O)CCl)(c2ccccc2)CCO1 (stereo unspecified) | -1 | 2.1 | -4.0 | 1.1 | 2 | 0 | 10 | 0.2 | -1.4 | -0.5 | -4
COc1ccccc1C1(O)C(=O)Nc2ccc(C)cc21 (stereo unspecified) | -4 | 0.0 | 0.8 | 0.8 | -8 | -1 | -7 | 0.5 | -1.1 | 0.1 | 3
CC1CN(C(=O)COC(=O)c2ccc(Cl)nc2)CC(C)O1 (stereo unspecified) | 2 | -0.6 | 2.1 | 0.6 | 1 | 3 | 0 | -1.0 | -0.4 | 0.2 | 0
CCOc1ccc(C(=O)NCCn2cc(SCC(=O)Nc3cc(C)on3)c3ccccc32)cc1 | -5 | -1.4 | -4.8 | 1.0 | 3 | 1 | -12 | -2.1 | -1.5 | -1.7 | 2
Cn1c(SCC(=O)Nc2sccc2C(N)=O)nnc1-c1ccncc1 | -4 | -1.4 | -3.8 | 2.5 | -4 | -2 | 11 | -3.2 | -0.9 | 0.6 | 0
COc1ccc(-c2csc(NC(=S)NC(=O)/C=C/c3ccc(C(C)C)cc3)n2)cc1OC | -3 | 0.5 | 0.4 | -2.0 | -1 | -1 | 6 | 0.6 | -0.9 | -0.5 | -3
CCC(C)NC(=O)c1ccc(N2CCC3(CC2)OCCO3)c([N+](=O)[O-])c1 (stereo unspecified) | 1 | 0.7 | 1.0 | 1.2 | -2 | 6 | 1 | -0.5 | -1.2 | 0.3 | 1

Continued, starting with the last 6 of the part before.
SMILES | NPR1 activator | DAX1 inh-1 | hgDAF-12 ag | GAA850 FXN act | ADAM10 inh | SMARCA2 act | HGIII-sPLA2 inh | hcDAF-12 act | ssDAF12 agonist | DAX1 inh-2 | GC-B act
COc1ccccc1C1(O)C(=O)Nc2ccc(C)cc21 (stereo unspecified) | -4 | 0.0 | 0.8 | 0.8 | -8 | -1 | -7 | 0.5 | -1.1 | 0.1 | 3
CC1CN(C(=O)COC(=O)c2ccc(Cl)nc2)CC(C)O1 (stereo unspecified) | 2 | -0.6 | 2.1 | 0.6 | 1 | 3 | 0 | -1.0 | -0.4 | 0.2 | 0
CCOc1ccc(C(=O)NCCn2cc(SCC(=O)Nc3cc(C)on3)c3ccccc32)cc1 | -5 | -1.4 | -4.8 | 1.0 | 3 | 1 | -12 | -2.1 | -1.5 | -1.7 | 2
Cn1c(SCC(=O)Nc2sccc2C(N)=O)nnc1-c1ccncc1 | -4 | -1.4 | -3.8 | 2.5 | -4 | -2 | 11 | -3.2 | -0.9 | 0.6 | 0
COc1ccc(-c2csc(NC(=S)NC(=O)/C=C/c3ccc(C(C)C)cc3)n2)cc1OC | -3 | 0.5 | 0.4 | -2.0 | -1 | -1 | 6 | 0.6 | -0.9 | -0.5 | -3
CCC(C)NC(=O)c1ccc(N2CCC3(CC2)OCCO3)c([N+](=O)[O-])c1 (stereo unspecified) | 1 | 0.7 | 1.0 | 1.2 | -2 | 6 | 1 | -0.5 | -1.2 | 0.3 | 1
O=[N+]([O-])c1cccc(S(=O)(=O)c2ccc(N3CCCCC3)c([N+](=O)[O-])c2)c1 | -4 | -2.9 | -2.4 | -1.8 | 9 | -4 | -8 | -4.4 | -1.9 | -2.1 | -2
Cn1c(CNC(=O)OC(C)(C)C)nnc1SCC(=O)N1CCOCC1 | 0 | 0.8 | 0.7 | -1.2 | -1 | -2 | -6 | -0.1 | -0.4 | -0.7 | 0
CCC(C)(C)C(=O)N1CCC(C(=O)NC2CCCc3ccccc32)CC1 (stereo unspecified) | 0 | / | 1.3 | / | -1 | 3 | 0 | -2.5 | -1.5 | 0.0 | -6
COc1ccc(NC(=O)c2cn(C)c(=O)c3cc(OC)c(OC)cc23)cc1OC | 2 | 2.4 | -2.0 | 2.1 | 8 | 4 | 2 | -2.4 | -1.2 | 0.3 | -3
O=C(NCCCn1ccnc1)c1nc(Cn2ccc([N+](=O)[O-])n2)no1 | 4 | 0.5 | 0.8 | 1.1 | 4 | -4 | 9 | -1.3 | -0.5 | -0.2 | 3
COc1ccc(OC)c(NC(=O)c2ccc(NS(C)(=O)=O)cc2)c1 | 1 | -0.8 | -0.7 | -1.9 | 2 | -2 | -2 | -1.4 | -0.6 | -1.1 | -1
N/C(COc1ncn(-c2ccccc2)n1)=N\S(=O)(=O)c1ccccc1 | -2 | 0.3 | -1.7 | 2.0 | 4 | 0 | -1 | 0.1 | -1.3 | 0.0 | -2
O=C(CN1CCN(c2ccc(O)cc2)CC1)NC1CCCc2ccccc21 (stereo unspecified) | -4 | / | 3.9 | / | 11 | -5 | 0 | 0.4 | -1.5 | -0.6 | -5
COc1ccc2nc3n(c(=O)c2c1)-c1ccccc1C(=O)NC3Cc1ccccc1 (stereo unspecified) | -7 | / | 2.0 | / | -5 | 0 | 1 | 0.8 | -0.9 | -0.1 | -3
N#C/C(Cn1c[n+](NC(=O)Nc2ccccc2)cn1)=N/O | 2 | 4.7* | 3.3 | 0.3 | 0 | -2 | 4 | -0.5 | -1.3 | -0.2 | 8
